PI4K2A inh: PI4K2A (human) kinase inhibition. Q9BTU6. purified PI4K2A, ADP-Glo luminescence, 1 h; active compounds read low. activity change, negative = inhibition, % at 76.9 µM. 0.13% of 420,000 active; in the data active = activity change below about -50%; inconclusive = mostly about -30% to -49%;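 also: -100% = wells without enzyme as full effect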
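In this quantitative HTS, ADP production by PI4K2A was quantified luminescently after 1 h at ambient temperature; 100 microM adenosine served as plate-quality control.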
TrxR1 substrate: rat thioredoxin reductase 1 substrate activity. O89049. 0.01% of 390,000 active. purified TrxR1 substrate turnover, NADPH consumption readout. Potency, µM (doses to about 114 µM), without a hit: at the highest dose activity change, negative = substrate turnover; also: potency is read from the fitted curve at half-maximal effect; % is scaled to controls: 0 for no effect and ±100 for the full control effect; nearly all actives have a fitted effect of over 50% in size
Target sequence (O89049 whole entry, looked up): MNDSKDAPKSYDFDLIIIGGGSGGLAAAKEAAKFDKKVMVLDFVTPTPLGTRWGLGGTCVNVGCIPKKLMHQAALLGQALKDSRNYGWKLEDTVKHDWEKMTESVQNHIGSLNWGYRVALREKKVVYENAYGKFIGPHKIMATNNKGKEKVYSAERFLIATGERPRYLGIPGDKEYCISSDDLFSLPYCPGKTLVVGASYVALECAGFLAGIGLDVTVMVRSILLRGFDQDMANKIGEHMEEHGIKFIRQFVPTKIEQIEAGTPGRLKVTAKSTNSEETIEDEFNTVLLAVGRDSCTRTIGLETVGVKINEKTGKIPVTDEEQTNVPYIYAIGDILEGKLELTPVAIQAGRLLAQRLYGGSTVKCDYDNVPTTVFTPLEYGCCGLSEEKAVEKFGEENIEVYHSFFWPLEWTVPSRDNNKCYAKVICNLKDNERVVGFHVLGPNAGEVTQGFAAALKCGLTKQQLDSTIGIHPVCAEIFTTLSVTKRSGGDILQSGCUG
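Rat TrxR1, dispensed at 90 nM, was prereduced with 400 uM NADPH (final) for 5 min at ~22 deg C, then incubated with compound 15 min before 400 uM selenite. A first-read NADPH fluorescence drop versus no-compound background flagged substrates.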
GLS inh: inhibitors of human glutaminase (GLS). O94925. GLS enzymatic activity, qHTS titration. Potency, µM (series often up to 45.5 µM), for inactives: at the highest dose activity change, negative = inhibition, hits mostly inhibitors. 0.21% of 410,000 active; also: potency is read from the fitted curve at half-maximal effect; % is scaled to controls: 0 for no effect and ±100 for the full control effect
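hKGA in 45 mM KH2PO4 pH 8.2, 0.02% Tween-20 with pin-transferred compounds; 1 mM L-glutamine (stock) plus glutamate oxidase/HRP/Amplex Red coupling added. Fluorescence read initially and after 30 min at RT.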
Pin1 inh: blocks the human prolyl isomerase Pin1; Q13526; Pin1 FP peptide displacement, HiFluor488, 10 min; Potency, µM (titrated, usually from 115 µM), inactives show at the highest dose activity, negative = inhibition, actives largely listed as inhibitors; 0.009% of 390,000 active; AID 504891; active = well fitted inhibition curve with a large enough effect in the polarisation, with a control signal flat, not every such curve was filed as active; inconclusive = small, poorly fitted or top-dose-only effect, or effect the other way, or a change in a side signal; inactive = no such curve, though single readings can be large or run the other way; the % refers to the polarisation; also: potency is read from the fitted curve at half-maximal effect; % is scaled to controls: 0 for no effect and ±100 for the full control effect
Target sequence (Q13526 whole entry, looked up): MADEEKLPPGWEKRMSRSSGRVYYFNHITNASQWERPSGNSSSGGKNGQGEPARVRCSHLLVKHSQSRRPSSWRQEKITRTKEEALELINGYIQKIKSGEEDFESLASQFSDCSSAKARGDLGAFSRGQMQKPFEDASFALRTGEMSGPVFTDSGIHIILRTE
USP1 inh: inhibitors of human USP1/UAF1 deubiquitinase; O94782; recombinant USP1/UAF1, Ub-Rhodamine cleavage fluorescence; 0.23% of 390,000 active; Potency, µM (doses to about 57.1 µM), for the others: at the top dose activity change, negative = inhibition, actives largely listed as inhibitors; also: potency is read from the fitted curve at half-maximal effect; % is scaled to controls: 0 for no effect and ±100 for the full control effect; nearly all actives have a fitted effect of over 60% in size; inactives centre near -12
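Step one: compound is pinned into 1nM USP1/UAF1 in HEPES pH 7.8 buffer with TCEP. Step two: 15 min room-temperature incubation. Step three: Ub-Rho (150nM final) starts cleavage, tracked by fluorescence over six one-minute reads.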
mIDH1 inhibitor: inhibitors of human mutant IDH1 R132H. IDH1-R132H enzyme, NADPH consumption, diaphorase/resazurin fluorescence. Potency, µM (series often up to 76.6 µM), for inactives: at the highest dose activity change, negative = inhibition, actives largely listed as inhibitors. 0.093% of 390,000 active; also: potency is read from the fitted curve at half-maximal effect; % is scaled to controls: 0 for no effect and ±100 for the full control effect; nearly all actives have a fitted effect of over 65% in size
Target sequence (O75874 whole entry R132H, stated change not applied): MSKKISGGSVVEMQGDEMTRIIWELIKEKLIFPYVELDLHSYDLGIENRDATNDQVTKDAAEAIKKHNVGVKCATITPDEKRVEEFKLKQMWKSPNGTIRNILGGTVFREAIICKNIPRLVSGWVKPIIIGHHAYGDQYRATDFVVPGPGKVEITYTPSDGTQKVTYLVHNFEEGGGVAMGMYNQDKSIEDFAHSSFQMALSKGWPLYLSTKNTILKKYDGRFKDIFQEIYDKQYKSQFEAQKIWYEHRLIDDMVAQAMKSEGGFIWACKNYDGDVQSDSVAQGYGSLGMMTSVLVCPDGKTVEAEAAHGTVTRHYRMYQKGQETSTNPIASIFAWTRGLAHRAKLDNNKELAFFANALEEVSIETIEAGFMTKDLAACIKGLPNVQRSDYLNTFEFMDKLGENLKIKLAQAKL
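IDH1-R132H (0.5 ug/mL dispensed) in pH 7.5 Tris buffer was preincubated 30 min with compound, then given a substrate mix of 0.016 mM NADPH and 2 mM alpha-KG for 80 min at room temperature; remaining NADPH was read by diaphorase/resazurin fluorescence.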
Tb PGK inh: inhibitors of T. brucei phosphoglycerate kinase | P07378 | PGK/GAPDH coupled, Kinase-Glo luminescence, 60 min | Potency, µM (top dose mostly 57.5 µM), without a hit: at the highest dose activity change, negative = inhibition, hits mostly inhibitors | 0.043% of 380,000 active | AID 602233; also: potency is read from the fitted curve at half-maximal effect; % is scaled to controls: 0 for no effect and ±100 for the full control effect; nearly all actives have a fitted effect of over 60% in size
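Recombinant glycosomal PGK reaction used 1,3-bisphosphoglycerate generated in-well by GAPDH (100nM final) in 100mM TEA pH 7.6, 5mM MgCl2, 0.01% Tween-20. After 60 minutes at room temperature, ATP was read by Kinase-Glo Plus luminescence end-point.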
HP1b chromo inh: inhibitors of HP1-beta chromodomain binding to methylated histone tails; P83916; 0.56% of 390,000 active; Potency, µM (highest dose often 114 µM), inactives show at the highest dose activity change, negative = inhibition, most hits filed as inhibitors; AlphaScreen HP1-beta / biotin-H3K9me3 peptide binding; also: potency is read from the fitted curve at half-maximal effect; nearly all actives have a fitted effect of over 70% in size; inactives centre near 23
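HP1-beta protein (50 nM final) preincubated 30 min at room temperature with biotinylated H3(1-18)K9me3 peptide (50 nM) in PBS pH 7.4, 0.01% Tween-20, then compound added for 30 min. AlphaScreen streptavidin donor/nickel chelate acceptor beads (10 ug/mL final), 30 min dark, luminescence read.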
TrxR1 inh: inhibitors of rat thioredoxin reductase 1; 1% of 390,000 active; Potency, µM (doses to about 114 µM), for inactives: at the top dose activity change, negative = inhibition, usual class: inhibitors; O89049; AID 588453; recombinant rTrxR1, NADPH fluorescence consumption, selenite substrate; also: potency is read from the fitted curve at half-maximal effect; % is scaled to controls: 0 for no effect and ±100 for the full control effect; nearly all actives have a fitted effect of over 65% in size
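Rat TrxR1 (90 nM in the dispensed reagent) was pre-reduced with 400 uM NADPH for 5 min at room temperature, then incubated with compound for 15 min. After 400 uM selenite was added, NADPH fluorescence (Ex 340/Em 450 nm) was followed for 8 min.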
Numbers without * were called inactive; i = inactive; ? = inconclusive; / = not tested or not shown; [ ] = dose if it differs, or a comment. Unless noted, calls follow the shape of the dose curve; as a rule, active = well fitted curve in the direction sought with a large enough effect; inconclusive = small, poorly fitted or top-dose-only effect, or another doubt; inactive = no such curve, though single readings can be large; an effect the other way counts as inactive or inconclusive.

SMILES | PI4K2A inh | TrxR1 substrate | GLS inh | Pin1 inh | USP1 inh | mIDH1 inhibitor | Tb PGK inh | HP1b chromo inh | TrxR1 inh
COc1ccc(S(=O)(=O)N2CCC(C(=O)NC(C)CCc3ccccc3)CC2)cc1 (centres undefined) | -5 | -3%[57.1 µM] | 7% | -2% | -3% | 0% | 11% | 27% | -4%[57.1 µM]
CC(=O)CC1OC(=O)C(Br)=C1NCc1ccccc1 (centres undefined) | 3 | 3% | -10% | -9% | -21% | 0% | -3%[11.5 µM] | -22% | 14µM*
Cc1ccc(C(=O)OCC(=O)Nc2sc3c(c2C#N)CCCCC3)cc1NC(=O)c1ccco1 | 5 | -20%[57.1 µM] | -12% | 28% | -23% | 8% | 0% | 20% | 26%[57.1 µM]
Cc1ccc(Cl)cc1NC(=S)N(Cc1ccco1)C(C)c1cccs1 (centres undefined) | -2 | 8% | 13% | 17% | -19% | 14% | i | 33% | 22%
S=C(NCc1ccccc1)NC1CCCCC1 | 2 | 1% | 4% | -4% | -17% | 0% | 6% | 26% | 1%
Cc1oc(-c2ccc(Cl)cc2)nc1Cn1c(=O)cc(C)c2c(C)nn(-c3ccccc3)c21 | 1 | 3%[57.1 µM] | 5% | 1% | -22% | 7% | -4% | 68%[activator] | 10%[57.1 µM]
Cc1cc(C)cc(Nc2ccc3nonc3c2[N+](=O)[O-])c1 | 0 | 0%[57.1 µM] | 4% | 3% | -2% | 4% | 2% | ? | -7%[57.1 µM]
C=CCN(C(=O)CNC(=O)c1cccs1)C(C(=O)NC(C)(C)C)c1ccccc1 (centres undefined) | -3 | 3% | -3% | 1% | -24% | 16% | i | 53%[activator] | 11%
CCOC(=O)c1cnn(-c2nc(-c3cccc(F)c3)cs2)c1C(F)(F)F | -2 | 8% | 1% | -6% | -12% | 6% | 1% | 218%[activator] | 8%
Cc1cccc(CC(=O)Nc2cc(C)c3c(=O)oc4ccccc4c3n2)c1 | 1 | 1% | 2% | 12% | -23% | 3% | 1% | 30% | 13%
COc1ccc(Cl)cc1CC=NNC(=O)c1ccncc1 | 15 | 5%[57.1 µM] | 5% | -3% | -17% | 5% | -6% | 44%[activator] | 4%[11.4 µM]
CN1CCN(CC(=O)N2CCn3c4c(c5cc(C6CCCCC6)ccc53)CCCC42)CC1 (centres undefined) | 0 | 1% | 12% | 5% | -10% | 2% | 3% | ? | -22%
C=CCNC(=S)Nc1nc2c(cc1C(=O)OCC)COC(C)(C)C2 | 8 | 2% | -7% | -16% | -15% | 0% | -5% | 38% | -16%
O=C1CN(C(=O)CSc2nc3c(cnn3-c3ccccc3)c(=O)[nH]2)c2ccccc2N1 | -3 | 1% | 21% | 1% | -12% | 9% | -8% | 34% | -10%
Cn1cc(-c2ccc(Cl)cc2)cc(C#N)c1=O | 0 | 37%[activator][57.1 µM] | 1% | 3% | -19% | 4% | -4% | 1% | -5%[57.1 µM]
COCCn1c(SCC(=O)NCCc2ccccc2)nnc1-c1ccco1 | 2 | -1% | 1% | -1% | -1% | 1% | -3% | 36% | ?
NC(=O)/C(=C\c1ccco1)NC(=O)c1ccco1 | -5 | / | 2% | / | ? | 19% | -4% | / | /
COc1ccc(CCNC(=O)Oc2ccccc2)cc1OC | 1 | 3% | -3% | -1% | -22% | 8% | / | 52%[activator] | 4%
O=C1CC(c2ccc(O)c(O)c2)Oc2c1ccc(O)c2O (centres undefined) | -20 | 6% | 15% | ? | ? | -7% | ? | ? | -26%
CCc1ccc(NC(=O)c2cccnc2)cc1 | 1 | 3% | -3% | -11% | -17% | 2% | -4% | 28% | 15%
CCN1C(=O)C(CC(=O)Nc2ccccc2)N(Cc2ccccn2)C1=S (centres undefined) | -3 | 5% | -9% | 1% | -13% | 0% | -9% | 62%[activator] | 11%
CCOC(=O)C1CCN(C(=O)CN(c2ccc(OC)cc2)S(=O)(=O)c2c(C)nn(C)c2C)CC1 | 3 | 11%[57.1 µM] | 8% | 0% | 5% | -8% | 7% | 44%[activator] | 14%[57.1 µM]
Cc1noc(C)c1CN(C(=S)NC1CC2CCC1C2)c1ccccc1 (centres undefined) | -6 | -17%[57.1 µM] | 3% | -3% | -9% | -7% | -6% | 64%[activator] | 10%[57.1 µM]
Cc1nc(SC2CC(=O)N(c3ccc([N+](=O)[O-])cc3)C2=O)nc2c1CCCC2 (centres undefined) | 6 | -11% | -7% | -10% | -16% | 10% | -9% | 34% | -17%
COc1ccc(S(=O)(=O)N(CC(=O)O)c2ccccn2)cc1 | -5 | 72%[activator] | 3% | -2% | -3% | 2% | 0% | 0% | 11%
O=C(CCc1nc2ccccc2c(=O)[nH]1)NCC(=O)Nc1ccc(F)c(F)c1 | -3 | 1% | 6% | 3% | -9% | -2% | 6% | 23% | 8%
Cc1c(C)c2c(OCC(=O)NC3CC3)cc3c(c2oc1=O)CCC(C)(C)O3 | 2 | 475%[activator] | 3% | ? | 2% | -7% | 2% | 15% | 27%
O=C(c1ccccc1Cl)N1CCSCC1 | 4 | -2%[57.1 µM] | -12% | 1% | 2% | 7% | 3% | 15% | -11%[57.1 µM]
COc1ccccc1CN1C(=O)[C@@H]2C(CC(N)=O)NC3(C(=O)Nc4c3ccc(Cl)c4C)[C@@H]2C1=O (some centres undefined) | 3 | 0% | -2% | 1% | -13% | -3% | 0% | 9% | 17%
Clc1nc2ccccc2cc1/C=N/Nc1nc2ccccc2[nH]1 | -1 | 7% | 4% | -1% | -24% | 6% | i | 35% | 23%
CCOc1ccccc1-c1nc(C(N)=O)c2[nH]c(=O)n(-c3cccc(C)c3)c2n1 | -2 | 14%[57.1 µM] | 7% | 2% | -2% | 2% | 2% | 13% | -2%[57.1 µM]
CCCNC(=O)C1Cc2cc(S(=O)(=O)N3CCCCCC3)ccc2N1C(C)=O (centres undefined) | -1 | 2%[57.1 µM] | 2% | -1% | -13% | 8% | 4% | 24% | 10%[57.1 µM]
C=CCN(C(=O)c1csnn1)C(C(=O)NC1CCCC1)c1ccccc1 (centres undefined) | -7 | 1% | -14% | -9% | -8% | -10% | -9% | 25% | 15%
Cn1c(=O)c2c(nc(Oc3ccc4ccccc4c3)n2C)n(C)c1=O | 0 | -5% | -1% | 1% | -17% | 4% | -1% | 18% | -5%
Cc1ccc(-c2noc(-c3ccccc3Br)n2)cc1 | -3 | 7%[57.1 µM] | 2% | 2% | -7% | 2% | i | 237%[activator] | 20%[57.1 µM]
O=C(COC(=O)c1cccc(OC(F)F)c1)NC(=O)NC1CCCCC1 | -5 | -4% | 0% | 0% | -22% | 9% | -7% | 31% | 3%
Cc1c(C(=O)O)sc2nc3n(c(=O)c12)CCC3 | -7 | -1%[57.1 µM] | -13% | -7% | -16% | 13% | -10% | 29% | -2%[57.1 µM]
CCOC(=O)c1ccc(-n2c(C)nc3ccccc3c2=O)cc1 | 4 | 7% | 8% | -7% | -17% | 2% | -1% | 29% | 17%
Cc1cc(C)cc(NC(=S)/C(=C(\[O-])c2ccc(Cl)s2)[n+]2cccc(C)c2)c1 | 0 | 4%[57.1 µM] | 3% | -2% | -5% | 1% | -3% | ? | 13%[57.1 µM]
COc1ccc(S(=O)(=O)N2CCOC2CNC(=O)C(=O)NCCCN2CCOCC2)cc1OC (centres undefined) | -1 | 2% | -2% | 1% | -6% | 1% | -6% | 32% | 5%
COC(=O)c1ccc2c(c1O)C(=O)c1ccccc1C2=O | -21 | 10% | -4% | ? | -23% | 7% | 0% | -18% | 21%
CC(=O)c1cccc(S(=O)(=O)N2CCC(c3nc4ccccc4[nH]3)CC2)c1 | -3 | -9% | -10% | 1% | -19% | 3% | 6% | 4% | 25%[57.1 µM]
COc1ccc(N=c2oc3cc(O)ccc3cc2C(=O)NCC2CCCO2)c(OC)c1 (centres undefined) | -6 | 137%[activator] | 8% | ? | ? | 3% | -5% | 15% | 19%
Cn1c(CSCc2ccc(F)cc2)nnc1SCC(=O)N1CCN(c2ccccc2)CC1 | -7 | -4% | 9% | 5% | -10% | 3% | 10% | 11% | -5%
O=C(COC(=O)/C=C/c1ccc([N+](=O)[O-])cc1)NNC(=O)c1ccccc1 | -3 | 7%[57.1 µM] | 0% | 1% | -6% | -1% | -9% | 17% | 0%[57.1 µM]
CC(Nc1nc2ncn(Cc3ccccc3)c2c(=O)[nH]1)C(=O)O (centres undefined) | -1 | -4% | 24% | 0% | -10% | -2% | -7% | 25% | -5%
CCNC(=O)/C(=C/c1cccc([N+](=O)[O-])c1)NC(=O)c1ccc(C)cc1 | -2 | -7% | 4% | -1% | -22% | 3% | / | 11% | 0%
CCCS(=O)(=O)c1nc(S(=O)(=O)c2ccc(C)cc2)c(N2CCC3(CC2)OCCO3)s1 | 1 | -3% | -10% | -8% | ? | -11% | -7% | 67%[activator] | 24%

Just TrxR1 substrate (two entries from above):
Compound	TrxR1 substrate
Cc1cc(C)cc(NC(=S)/C(=C(\[O-])c2ccc(Cl)s2)[n+]2cccc(C)c2)c1	4%[57.1 µM]
COc1ccc(S(=O)(=O)N2CCOC2CNC(=O)C(=O)NCCCN2CCOCC2)cc1OC (centres undefined)	2%

Source: PubChem (National Center for Advancing Translational Sciences (NCATS))

A portion of the library; the hit share may differ from the screen's.
